Screening results as filed in PubChem BioAssay.
GoLoco inh red – qHTS Assay for Inhibitors of RGS12 GoLoco Motif Activity (Red Fluorophore) | Guanine nucleotide-binding protein G(i) subunit alpha-1 (Homo sapiens), P63096 | Gai1:RGS12 GoLoco peptide FP, rhodamine, 10 min | Potency, µM (doses to about 61.6 µM), inactives show at the top dose activity, negative = inhibition, actives largely listed as inhibitors | 230,000 compounds, 0.44% hits; active = well fitted inhibition curve with a large enough effect, not every such curve was filed as active; inactive = no such curve, though single readings can be large or run the other way; also: nearly all actives have a fitted effect of over 30% in size; many of its hits are not listed in these tables
RECQ1 inh – qHTS Assay for Inhibitors of RecQ-Like Dna Helicase 1 (RECQ1); ATP-dependent DNA helicase Q1 (Homo sapiens), P46063; RECQ1 DNA unwinding, red fluorescence kinetic read; Potency, µM (doses to about 57.3 µM), for inactives: at the top dose activity, negative = inhibition, most hits filed as inhibitors; 240,000 compounds, 0.54% hits; AID 2549, 2010;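 also: plate controls were vehicle for no effect and no enzyme for full effect; nearly all actives have a fitted effect of over 30% in size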
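RECQ1T1 50 nM; forked duplex (20 bp + 30-nt ss tails) 200 nM, ATP 2 mM final; pH 8.0, 2 mM MgCl2, 2.5 ug/ml poly(dI-dC); 15 min compound preincubation; discontinuous kinetic read over 2 h at RT.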
TexasRed fluor – Total Fluorescence Counterscreen for Inhibitors of the Interaction of Thyroid Hormone Receptor and Steroid Receptor Coregulator 2. TRb/SRC2 Texas Red total fluorescence interference. Potency, µM (top dose mostly 106 µM), for the others: at the highest dose fluorescence change, negative = quenching. 280,000 compounds, 0.29% hits. AID 1479, 2009; active = well fitted curve in either direction with a large enough effect; inconclusive = small, poorly fitted or top-dose-only effect
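Human TRb ligand-binding domain at 0.6 uM with 20 nM Texas Red SRC2 peptide in Tris buffer containing 1 uM T3 and 5% DMSO, incubated with compound 5 h at ambient temperature. Total fluorescence (555/632 nm) calculated as parallel + 2 × perpendicular.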
TRb-SRC2 inh – qHTS for Inhibitors of the Interaction of Thyroid Hormone Receptor and Steroid Receptor Coregulator 2. TRbeta-SRC2 peptide binding, fluorescence polarization; receptor liganded with 1 µM T3. Potency, µM (highest dose often 106 µM), inactives show at the highest dose activity change, negative = inhibition, hits mostly inhibitors. 280,000 compounds, 0.065% hits;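 also: plate controls were bound peptide for no effect and peptide without receptor for full effect; nearly all actives have a fitted effect of over 50% in size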
Target sequence (P10828 whole entry, looked up): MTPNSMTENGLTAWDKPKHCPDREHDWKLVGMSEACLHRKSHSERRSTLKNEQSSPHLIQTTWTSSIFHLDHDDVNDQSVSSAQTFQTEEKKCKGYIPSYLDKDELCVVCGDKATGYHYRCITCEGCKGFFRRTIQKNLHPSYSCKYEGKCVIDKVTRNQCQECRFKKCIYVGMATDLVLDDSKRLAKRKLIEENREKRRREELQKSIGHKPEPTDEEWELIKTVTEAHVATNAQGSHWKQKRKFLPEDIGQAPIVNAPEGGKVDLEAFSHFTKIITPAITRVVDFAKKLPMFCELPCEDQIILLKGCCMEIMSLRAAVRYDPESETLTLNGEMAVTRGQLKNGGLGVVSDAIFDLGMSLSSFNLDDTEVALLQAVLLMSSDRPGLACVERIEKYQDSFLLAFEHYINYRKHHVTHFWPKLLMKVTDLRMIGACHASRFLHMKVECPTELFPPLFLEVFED
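Fluorescence polarization of 20 nM Texas Red SRC2 peptide with 0.6 uM human TRb ligand-binding domain, in Tris buffer with 1uM T3 and 5% DMSO. Incubated 5 hr ambient; normalized to unbound and bound controls.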
L3MBTL1 inh – qHTS Assay for the Inhibitors of L3MBTL1. Lethal(3)malignant brain tumor-like protein 1 (Homo sapiens), Q9Y468. AlphaScreen L3MBTL1–H3K9me1 peptide binding. Potency, µM (titrated, usually from 57.1 µM), inactives show at the top dose activity, negative = inhibition, actives largely listed as inhibitors. 230,000 compounds, 0.66% hits. AID 485360, 2010; also: nearly all actives have a fitted effect of over 60% in size
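L3MBTL1 50 nM + b-AHA-H3(1-15)K9me1 75 nM, 30 min RT; compound added, 30 min RT; streptavidin donor/Ni-chelate acceptor beads 10 ug/mL each final, 30 min RT dark; AlphaScreen read.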
KDM4E inh – qHTS Assay for Inhibitors of Human Jumonji Domain Containing 2E (JMJD2E). Lysine-specific demethylase 4E (Homo sapiens), B2RXH2. JMJD2E catalytic domain, FDH-coupled NADH fluorescence (FDH is formaldehyde dehydrogenase). Potency, µM (titrated, usually from 57.1 µM), for inactives: at the top dose activity change, negative = inhibition, actives largely listed as inhibitors. 230,000 compounds, 1.6% hits. AID 2147, 2009; active = well fitted inhibition curve with a large enough effect, not every such curve was filed as active; inconclusive = small, poorly fitted or top-dose-only effect, or another doubt; inactive = no such curve, though single readings can be large or run the other way;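 also: 0% = wells with enzyme and -100% = buffer wells without enzyme; nearly all actives have a fitted effect of over 50% in size; many of its hits are not listed in these tables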
Target sequence (B2RXH2 1-337 limits assumed): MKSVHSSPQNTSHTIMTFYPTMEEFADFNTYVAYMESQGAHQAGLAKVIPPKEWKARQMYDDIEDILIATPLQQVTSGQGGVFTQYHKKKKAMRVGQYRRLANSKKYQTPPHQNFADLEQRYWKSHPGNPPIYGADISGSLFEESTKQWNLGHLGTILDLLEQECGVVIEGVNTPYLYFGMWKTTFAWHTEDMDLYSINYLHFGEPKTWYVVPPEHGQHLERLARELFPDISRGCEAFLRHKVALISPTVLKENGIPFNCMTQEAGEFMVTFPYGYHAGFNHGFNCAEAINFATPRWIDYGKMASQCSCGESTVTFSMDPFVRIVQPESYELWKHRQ
Tau ThT inhib – qHTS for Inhibitors of Tau Fibril Formation, Thioflavin T Binding. Microtubule-associated protein tau (Homo sapiens), P10636. recombinant tau K18 P301L (four-repeat tau fragment), heparin-induced fibrillization, ThT fluorescence. Potency, µM (top dose mostly 57.4 µM), without a hit: top-dose activity, negative = inhibition, most hits filed as inhibitors. 270,000 compounds, 2.1% hits. AID 1460, 2008; also: nearly all actives have a fitted effect of over 55% in size
Target sequence (P10636 561-689 P618L limits assumed): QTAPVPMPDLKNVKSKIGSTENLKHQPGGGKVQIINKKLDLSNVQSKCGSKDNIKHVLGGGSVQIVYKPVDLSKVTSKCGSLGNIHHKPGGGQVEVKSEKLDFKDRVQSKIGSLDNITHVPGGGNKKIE
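Tau K18 P301L fragment (15 uM unlabeled plus 0.24 uM Alexa 594-labeled) in 100 mM sodium acetate pH 7 with compound, fibrillization induced by 20 uM heparin for 6 hr at 37 C. Thioflavin T (30 uM) added, fluorescence read after 1 hr (ex 450, em 510 nm).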
Tau FP inhib – qHTS for Inhibitors of Tau Fibril Formation, Fluorescence Polarization; Potency, µM (series often up to 57.7 µM), for the others: at the highest dose activity, negative = inhibition, hits mostly inhibitors; K18 P301L tau heparin fibrillization, Alexa594 FP, 6 h; 280,000 compounds, 0.39% hits; Microtubule-associated protein tau (Homo sapiens), P10636; also: nearly all actives have a fitted effect of over 55% in size
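Read-out: fluorescence polarization of Alexa 594-labeled tau (0.24 uM), 555 nm excitation, 632 nm emission. Mixtures held 15 uM unlabeled K18 P301L, compound and 20 uM heparin, pH 7 acetate buffer, incubated 6 hr at 37 C.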
* hit, by the source's call; i = inactive; ? = inconclusive; . = no result given; & = joins results of further samples; [ ] = dose if it differs, or a comment. Unless noted, calls follow the shape of the dose curve; as a rule, active = well fitted curve in the direction sought with a large enough effect; inconclusive = small, poorly fitted or top-dose-only effect, or another doubt; inactive = no such curve, though single readings can be large; an effect the other way counts as inactive or inconclusive. Unless noted, % is scaled to controls: 0 for no effect and ±100 for the full control effect; potency is read from the fitted curve at half-maximal effect. Not all compounds are listed; count on the stated rates, not on these rows.

Compound	GoLoco inh red	RECQ1 inh	TexasRed fluor	TRb-SRC2 inh	L3MBTL1 inh	KDM4E inh	Tau ThT inhib	Tau FP inhib
CCCn1c(=O)c2c(nc3n2CCN3c2ccc(C)cc2)n(C)c1=O	.	.	10%	1%	.	.	-15%	-16%
Cc1cccc(/C=C/c2nc3ccccc3c(=O)[nH]2)c1	1%	i	1%	-6%	5%	i	?	-4%
COc1ccc(NC(=O)CCCc2nnc3n(CCC(C)C)c(=O)c4sccc4n23)cc1Cl	.	.	-1%	-4%	.	.	-2%	1%
COc1cc(-c2nc3nc[nH]n3c2Nc2ccc(C(C)C)cc2)ccc1O	.	.	4%	5%	.	.	25µM*	?
O=C(NCCc1ccccc1)C(c1cccs1)N(C(=O)c1csnn1)C1CC1 (stereo not given)	.	-10%	-1%	-14%	1%	-6%	-1%	0%
COc1ccc(-c2nnn(CC(=O)N(CCCN3CCOCC3)C(C(=O)NC3CCCC3)c3ccc(C)o3)n2)cc1 (stereo not given)	14%	i	-2%	-7%	-12%	4%	16%	-2%
O=C(O)C(Oc1ccc2ccc(=O)oc2c1)c1ccccc1 (stereo not given)	7%	i	0%	-2%	.	?	-6%	-8%
COc1ccc(-c2nc(/C=C3\C(C)=Nc4ccccc43)c(O)o2)cc1	57%[activator]	-26%	-3%	3%	-21%	?	4µM*	?
CSc1nc2c(c(=O)n1-c1ccc(F)cc1)SCC2	11%	-1%	0%	-6%	-18%	4%	-3%	-9%
COc1ccc(C2CC(c3cccs3)Nc3nnnn32)cc1 (stereo not given)	4%	-7%	-1%	5%	.	9%	0%	10%
COCCn1c(SCC(=O)Nc2ccc3[nH]c(=O)[nH]c3c2)nc2ccccc2c1=O	-3%	i	-3%	-4%	.	-3%	?	16%
O=C(COC(=O)c1ccc2ncsc2c1)Nc1ncc(Cl)cc1Cl	22%	0%	1%	-9%	?	?	-5%	4%
O=C(O)/C=C/C(=O)NCCc1ccc(Cl)cc1	8%	-1%	-3%	-2%	-3%	-1%	6%	-4%
CC(=O)N(C(C)=O)c1ncc2c([nH]c3ccccc32)c1C#N	-3%	-17%	-3%	-5%	7%[11.4 µM]	?	18%	0%
Cc1ccccc1-c1nnc(-c2ccccc2)o1	-21%	i	-6%	-7%	.	-2%	-9%	-5%
O=C(NCCc1ccc(Cl)cc1)c1cccn1-c1nnc(N2CCCC2)s1	.	.	-1%	14%	.	.	-7%	-1%
CCC1Oc2ccccc2N(CC(=O)NCCCN2CCCCC2CC)C1=O (stereo not given)	4%	0%	0%	4%	31%[activator][11.4 µM]	0%	-1%	-1%
Cc1ccc(-c2nc(N3CCCC(C)C3)c3ccccc3n2)cc1 (stereo not given)	.	.	-2%	7%	.	.	-2%	?
COc1ccccc1C(=O)NNC(=O)c1sccc1-n1cccc1	10%	-2%	1%	-10%	2%	6%	1%	2%
CCCCC(O)(CCN1CCOCC1)c1ccc(Cl)cc1 (stereo not given)	0%	16%	-1%	-7%	.	0%	1%	0%
O=C1CC(c2nc(-c3ccc(Cl)cc3)no2)CN1c1ccc2c(c1)OCCO2 (stereo not given)	.	.	-27%	-4%	.	.	-14%	15%
CCCC1CCC(=NNC(=O)OC(C)(C)C)CC1 (stereo not given)	-26%	0%	3%	-16%	22%	-2%	0%	9%
CCS(=O)(=O)C1=NSC2=NC(=O)/C(=C\c3cc(C)n(-c4cccc(OC)c4)c3C)C(=N)N21	10%	3%	0%	-6%	.	2%	?	0%
COc1ccc(-n2c(=S)[nH]c3cc(C(=O)NCCCN4CCCC4=O)ccc3c2=O)cc1OC	2%	i	0%	2%	.	3%	-17%	-16%
CCc1ccc(NC(=O)C(=O)N/N=C(\C)CC(=O)Nc2ccc(OC)cc2)cc1	2%	0%	-2%	-9%	8%	14%	-15%	-3%
COc1ccc(CCC(C)NCC2CCCCC2)cc1 (stereo not given)	.	-5%	-6%	-5%	5%	1%	0%	-2%
Cc1[nH]c2ccc(C(=O)NCC(C)(C)N3CCOCC3)cc2c1C	-1%	-4%	-2%	3%	?	?	-15%	3%
CCOC(=O)c1[nH]nc(N)c1NC(=O)c1ccc(Cl)cc1Cl	7%	6%	-1%	5%	0%	-10%	1%	5%
O=C(COC(=O)c1cc(S(=O)(=O)N2CCCCC2)ccc1N1CCOCC1)NC1CCCCC1	4%	-11%	-2%	4%	5%	-4%	-7%	1%
CCc1ccc2oc(-c3ccc(C)c(NC(=O)c4ccc(C#N)cc4F)c3)nc2c1	.	.	0%	8%	.	.	-1%	-2%

The closing three records of the part before open the next one.
Compound	GoLoco inh red	RECQ1 inh	TexasRed fluor	TRb-SRC2 inh	L3MBTL1 inh	KDM4E inh	Tau ThT inhib	Tau FP inhib
CCOC(=O)c1[nH]nc(N)c1NC(=O)c1ccc(Cl)cc1Cl	7%	6%	-1%	5%	0%	-10%	1%	5%
O=C(COC(=O)c1cc(S(=O)(=O)N2CCCCC2)ccc1N1CCOCC1)NC1CCCCC1	4%	-11%	-2%	4%	5%	-4%	-7%	1%
CCc1ccc2oc(-c3ccc(C)c(NC(=O)c4ccc(C#N)cc4F)c3)nc2c1	.	.	0%	8%	.	.	-1%	-2%
O=C(NCc1ccccn1)C(C(=O)c1cccc([N+](=O)[O-])c1)n1cc(Cl)ccc1=O (stereo not given)	14%	i	0%[53 µM]	3%[53 µM]	12%	-15%	7%	4%
CN1CCN(c2nc3cc(C(F)(F)F)ccc3n3cccc23)CC1	7%&2%&2%	-10%&8%	-9%&-2%&-1%	0%&3%&10%	.	?	-5%&-12%&-6%	-14%&-10%&-9%
CCCOc1nc2c(c(=O)n(C)c(=O)n2C)n1CC	-4%	-9%	1%	-2%	0%	-1%	-2%	-6%
Cn1c(=O)[nH]c(=O)c2c1nc(N1CCc3ccccc3C1)n2CCSc1nc2ccccc2s1	4%	-14%	3%	-18%	3%	4%	0%	0%
Cc1cccc(N2CCN(S(=O)(=O)c3c(C)nc4scc(C)n4c3=O)CC2)c1C	.	.	-2%	0%	.	.	-11%	1%
OCCOCCOCCn1c2ccccc2c2ccccc21	10%	-5%	-3%	0%	.	2%	-6%	0%
COc1ccc(COc2ccc(C3C(S(=O)(=O)c4ccccc4)CON3C)cc2OC)cc1 (stereo not given)	-4%	i	-4%	-4%	5%	-3%	-6%	0%
O=[N+]([O-])c1cc(-c2ccc(C(=S)N3CCOCC3)o2)ccc1Cl	-1%	-15%	0%	2%	-25%	3%	14µM*	?
O=C(O)CC(NC(=O)c1ccc2c(c1)OCO2)c1cccc([N+](=O)[O-])c1 (stereo not given)	3%	1%	-1%	-1%	.	-10%	4%	2%
O=C(O)CC1NC(=O)N(C2CCCCC2)C1=O (stereo not given)	-11%	i	-1%	5%	.	1%	-7%	10%
O=C(COc1ccccc1[N+](=O)[O-])OC1CCS(=O)(=O)C1 (stereo not given)	-3%	-8%	1%	1%	.	-2%	-5%	-1%
COc1ccc(N(C)C(=O)c2oc(=O)c3ccccc3c2-c2ccc(C)cc2)c(OC)c1	-3%	-16%	0%&-1%	0%&-2%	-13%	0%	-22%&-10%	-1%&5%
CCOC(=O)C1=C(N)OC2=C(C(=O)CC(C)(C)C2)C1c1ccc(C)s1 (stereo not given)	3%	-15%	0%	-1%	6%	-8%	-13%	3%
COc1ccc(OC)c(CCNC(=O)c2ccc(CS(=O)Cc3cccc(Cl)c3)o2)c1 (stereo not given)	.	.	-2%	4%	.	.	-18%	-2%
CCOC(=O)c1c(N)sc(C(=O)N2CCCCCC2)c1C	.	-6%	-2%	-7%	-2%	6%	-2%	4%
CCOC(=O)COc1ccc(CC)cc1C(=O)c1ccn2nc(-c3ccc(C)cc3)cc2n1	.	.	6%	8%	.	.	-4%	-3%
CCC1(O)c2ccccc2-c2ncccc21 (stereo not given)	5%	-9%	1%	1%	1%	7%	-6%	4%

Exported field by field: entries from further up.
O=C1CC(c2nc(-c3ccc(Cl)cc3)no2)CN1c1ccc2c(c1)OCCO2 (stereo not given)
  GoLoco inh red: .	RECQ1 inh: .	TexasRed fluor: -27%	TRb-SRC2 inh: -4%	L3MBTL1 inh: .	KDM4E inh: .	Tau ThT inhib: -14%	Tau FP inhib: 15%

CCCC1CCC(=NNC(=O)OC(C)(C)C)CC1 (stereo not given)
  GoLoco inh red: -26%	RECQ1 inh: 0%	TexasRed fluor: 3%	TRb-SRC2 inh: -16%	L3MBTL1 inh: 22%	KDM4E inh: -2%	Tau ThT inhib: 0%	Tau FP inhib: 9%

CCS(=O)(=O)C1=NSC2=NC(=O)/C(=C\c3cc(C)n(-c4cccc(OC)c4)c3C)C(=N)N21
  GoLoco inh red: 10%	RECQ1 inh: 3%	TexasRed fluor: 0%	TRb-SRC2 inh: -6%	L3MBTL1 inh: .	KDM4E inh: 2%	Tau ThT inhib: ?	Tau FP inhib: 0%

COc1ccc(-n2c(=S)[nH]c3cc(C(=O)NCCCN4CCCC4=O)ccc3c2=O)cc1OC
  GoLoco inh red: 2%	RECQ1 inh: i	TexasRed fluor: 0%	TRb-SRC2 inh: 2%	L3MBTL1 inh: .	KDM4E inh: 3%	Tau ThT inhib: -17%	Tau FP inhib: -16%
